RSV CPE inhibition = RSV antiviral activity via CPE protection, HEp-2 cells, primary 10 µM value included (AID 2391); hit rate 0.13% among 310,000; CPE inhibition, % at 10 µM, or IC50 in µM where a hit was titrated; HEp-2 cells, RSV-induced CPE inhibition; higher % means a stronger effect; in the data active = a potency from the dose series; inconclusive = CPE inhibition mostly from about 23% at the one dose, without a potency; inactive = the rest, 99 in 100 with CPE inhibition below about 21%; note: strong numbers were not always called active
SV40 large T antigen = TAg ATPase/helicase activity blockers – biochemical (AID 1903) | SV40 large T antigen ATPase/helicase inhibition assay; higher % means a stronger effect | inhibition, % at 20 µM, or IC50 in µM where a hit was titrated | hit rate 0.39% among 310,000; in the data active = a potency from the dose series; inconclusive = inhibition mostly from about 32% at the one dose, without a potency; inactive = the rest, 99 in 100 with inhibition below about 32%; note: strong numbers were not always called active
PhoP inhibition = inhibitors of PhoP regulon expression, primary screen, Salmonella Typhimurium, GFP reporter (AID 1863); S. Typhimurium PhoP-regulated promoter GFP reporter, 4 h; higher % means a stronger effect; one-dose inhibition, % at 50 µM; IC50 in µM for titrated hits; hit rate 0.16% among 300,000;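 active = inhibition over 29.93%, a cutoff 3 SD above the screen mean, later confirmed by dose response; inconclusive = inhibition over 29.93% but no dose response follow-up; inactive = inhibition at most 29.93% or unconfirmed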;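 note: 0% = low Mg2+ inducing control and 100% = high Mg2+ repressing control; strong numbers were not always called active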
b-catenin transl = beta-catenin nuclear translocation modulation; HeLa beta-catenin nuclear translocation, immunofluorescence imaging; nuclear translocation activity, % at 5 µM; hit rate 0.3% among 190,000;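 active = nuclear translocation activity above 50% at 5 µM, with a well cell count of 50 or more; inconclusive = wells under 50 cells across six images, flagged as toxic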;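 note: per-cell ratio of nuclear to cytoplasmic median beta-catenin stain intensity; plate controls were DMSO negative control for no effect and GSK-3 inhibitor IX positive control for full effect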
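System: Human HeLa cells, endogenous beta-catenin | Compound dosing: 5 µM primary, 0.02–20 µM confirmation | Timing: 24 h compound exposure at 37°C, 5% CO2 | Measured by: Fluorescence imaging of beta-catenin antibody stain plus DAPI | Read-out basis: % activation of per-cell nuclear versus cytoplasmic median beta-catenin signal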
WT yeast gro inh = growth inhibition of WT yeast, mitochondrial fusion screen; inhibition, % at 10 µM; AID 1362; mitochondrial fusion phenotypic screen, WT strain; hit rate 2.1% among 190,000; in the data active = inhibition above about 58%; tested in S. cerevisiae
Myeloid diff MLP = myeloid differentiation induction. calls only at 10 µM. ER-HoxA9 myeloid progenitors, lysozyme-GFP differentiation, flow cytometry. hit rate 1% among 360,000. AID 624256;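 active = normalized GFP-positive differentiation at or above the plate's own cutoff, the solvent-only control mean plus 3 SD; inconclusive = no clear call, values can overlap the other calls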;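 note: cells exposed to compound for four days before flow analysis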
MgcRacGAP inhibition = MgcRacGAP GTPase-activating activity inhibitors, confirmation, biochemical, ADP Hunter fluorescence; AID 624330; hit rate 0.6% among 340,000; one-dose inhibition, % at 30 µM; IC50 in µM for titrated hits; MgcRacGAP-stimulated Rac1 GTP hydrolysis, ADP Hunter fluorescence; higher % means a stronger effect; GST-tagged Rac1 F28L mutant substrate;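 active = first-screen hits whose inhibition reached a set limit at any dose in the follow-up dose series; inconclusive = inhibition above the set first-screen limit but never retested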;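 note: fluorescence reports GDP produced by GAP-driven GTP hydrolysis; strong numbers were not always called active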
West Nile antiviral = West Nile virus antiviral activity, cell-based, CPE readout (AID 1621) | West Nile virus-infected cells, CPE inhibition; higher % means a stronger effect | CPE inhibition, % at 10 µM, or IC50 in µM where a hit was titrated | hit rate 0.02% among 290,000; in the data active = a potency from the dose series; inconclusive = CPE inhibition mostly from about 3.7% at the one dose, without a potency; inactive = the rest, 99 in 100 with CPE inhibition below about 2.2%; note: strong numbers were not always called active
T cell modulator = T cell immune modulation candidate | 2C CD8+ T cell-vesicle binding, flow cytometry; stronger effect = lower value | calls only at 7 µM | hit rate 0.068% among 330,000;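 active = response, share of CD8 T cells binding vesicles, and their 90th percentile fluorescence all below set limits, cut at about 80% in these data, passing the limit was not always enough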
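material = purified 2C TCR transgenic mouse naive CD8+ T cells | controls = Unloaded micro-vesicles (low), QL9 vesicles with 0.7% DMSO (high) | detection = cytometric PE anti-B7-1 and Alexa647 anti-CD8 signals after 1% paraformaldehyde fixation | incubation = binding step 1.5 h, 37 °C, antibody labelling 20 min, ice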
WT yeast gro inh mutant strain = further read-out of WT yeast gro inh, marked with its call; inhibition, %; mitochondrial fusion phenotypic screen, mutant strain inhibition
b-catenin transl cell count 5 µM = second read-out of b-catenin transl, no call of its own (marks repeat the call); cell count; measured here: cell count, cytotoxicity flag
T cell modulator vesicle-bound % = also measured in T cell modulator; calls as there; double positive events, %; measured here: CD8+ vesicle-bound cell fraction;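 binding gate set so that unloaded-vesicle control wells show 10% double positive cells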
Myeloid diff MLP GFP+ MAC1+ % = second read-out of Myeloid diff MLP, no call of its own (marks repeat the call); GFP+ MAC1+ double positive, %; measured here: differentiation confirmed by MAC1 staining
Numbers without * were called inactive; i = inactive; ? = inconclusive; . = no result given.

SMILES	RSV CPE inhibition	SV40 large T antigen	PhoP inhibition	b-catenin transl	b-catenin transl cell count 5 µM	WT yeast gro inh	WT yeast gro inh mutant strain	Myeloid diff MLP	Myeloid diff MLP GFP+ MAC1+ %	MgcRacGAP inhibition	West Nile antiviral	T cell modulator	T cell modulator vesicle-bound %
CCn1cc(/C=N\NC(=O)c2ccccc2Cl)cn1	1.5%	4%	5%	0.2	577	-10	-24	i	0.3	15%	0.2%	i	14
Nc1nc(COc2ccccc2)cs1	0.2%	3%	5%	.	.	17	16	i	7.1	11%	0.0%	i	8
CSc1ccccc1C(=O)N(C)Cc1ccccc1	-0.4%	8%	-7%	0.6	1486	-7	1	i	0.2	4%	0.0%	i	36
O=C(NC1CCCc2ccccc21)c1cccc(S(=O)(=O)N2CCN(c3ccccc3)CC2)c1 (stereo unspecified)	18%	13%	-15%	2.6	933	11	19	i	1.2	10%	-0.9%	i	7
Cn1cc(CCC(=O)NC2CC2)c2ccccc21	1.4%	4%	-3%	.	.	.	.	.	.	8%	0.2%	i	44
Cc1nc2ccc(S(=O)(=O)NCC(=O)NCCN3CCCCC3C)cc2s1 (stereo unspecified)	2.5%	8%	2%	-2.0	809	-20	-7	i	3.4	6%	0.3%	i	41
O=C1CCc2cc(NS(=O)(=O)c3ccc(Cl)cc3)cc3c2N1CC3	0.6%	7%	6%	.	.	.	.	i	1.1	4%	.	i	45
CCC(=O)c1coc2ccc(O)cc12	1.7%	.	.	.	.	.	.	i	1.1	9%	0.2%	i	24
O=C(Cc1ccccc1F)N1CCN(S(=O)(=O)c2ccc(Cl)cc2)CC1	0.2%	.	.	.	.	.	.	i	0.8	0%	.	i	52
COc1ccc(-c2noc(N3CCC(C(=O)Nc4ccc(F)cc4F)CC3)n2)cc1	1.3%	31%	.	.	.	.	.	i	2.3	3%	-0.6%	i	24
Cc1cccc(-n2c(=O)[nH]c3c(C(N)=O)nc(-c4ccccc4Cl)nc32)c1	1.1%	1%	12%	-0.8	1069	9	-4	i	2.9	5%	.	i	42
CC(=O)N1CCN(CC(=O)NC(=O)Nc2ccc3c(c2)OCCO3)CC1	0.7%	9%	-7%	.	.	.	.	.	.	2%	.	i	61
O=C(COC(=O)c1cccnc1)Nc1cccc(Cl)c1	1.8%	20%	1%	-5.7	927	9	15	i	0.7	5%	0.3%	i	29
Cc1cc(C)cc(NC(=O)CCN2CC(C)OC(C)C2)c1 (stereo unspecified)	-2.1%	-4%	1%	-5.6	923	41	5	i	3.8	0%	-0.8%	i	13
CCOc1ccc(N(CC(=O)Nc2ccc(F)c(F)c2)S(=O)(=O)c2c(C)noc2C)cc1	-0.5%	10%	-14%	3.1	1018	17	4	i	3.0	0%	-0.5%	i	37
CCOC(CNC(=O)c1ccc2c(c1)ncn2-c1cccc(F)c1)OCC	1.4%	2%	1%	-0.4	1098	1	0	i	0.5	11%	0.0%	i	58
NS(=O)(=O)c1ccc(CCNC(=O)COC(=O)Cc2c(F)cccc2Cl)cc1	0.8%	12%	2%	.	.	.	.	i	6.6	8%	-0.3%	i	54
CCOc1ccc(C2C(C(=O)c3ccco3)=C(O)C(=O)N2CCN2CCOCC2)cc1OCC (stereo unspecified)	0.2%	13%	-3%	.	.	.	.	i	2.6	10%	0.1%	i	11
Cc1ccc(NS(=O)(=O)c2c(C(=O)N3CCOCC3)c(C)n(C)c2C)cc1	0.7%	10%	-3%	.	.	.	.	i	2.1	9%	0.1%	i	24
CCN1CCN(c2c(Cl)cccc2NC(=O)c2ccc3c(c2)OCCO3)CC1	-2.3%	4%	16%	3.4	896	-3	1	i	1.7	8%	0.0%	i	31
O=C(NCc1cccs1)c1cccc(S(=O)(=O)N2CCCCC2)c1	4.6%	0%	-3%	-5.3	1164	6	8	i	0.5	0%	-0.7%	i	64
CCOC(=O)c1ccc(NC(=O)N2CCN(Cc3cccc(F)c3)CC2)cc1	0.7%	2%	-4%	-1.3	1052	6	8	i	7.9	10%	0.8%	i	29
O=C(NC1CCN(Cc2ccccc2)CC1)C1CCN(S(=O)(=O)c2cccc([N+](=O)[O-])c2)CC1	12%	3%	-5%	.	.	.	.	i	0.8	-2%	-0.7%	i	29
CCC/C(O)=C1\C(=O)CC(C)(C)CC1=Nc1ccc(OC)cc1OC	-0.6%	7%	1%	76*	571*	11	5	?	.	1%	0.0%	i	60
Cc1ccc(S(=O)(=O)NCC2CCC(C(=O)NCCCN3CCCC3=O)CC2)cc1 (stereo unspecified)	.	2%	5%	.	.	.	.	i	0.7	11%	0.0%	i	42
Carrying on.
SMILES	RSV CPE inhibition	SV40 large T antigen	PhoP inhibition	b-catenin transl	b-catenin transl cell count 5 µM	WT yeast gro inh	WT yeast gro inh mutant strain	Myeloid diff MLP	Myeloid diff MLP GFP+ MAC1+ %	MgcRacGAP inhibition	West Nile antiviral	T cell modulator	T cell modulator vesicle-bound %
CC(Oc1ccc(C(=O)NCCc2ccccc2)cc1)C(=O)O (stereo unspecified)	0.8%	8%	-8%	-0.7	1107	7	16	i	7.6	-4%	-0.1%	i	18
CC1CCN(CCCNC(=O)c2cc3sccc3n2C)CC1	-1.4%	10%	-2%	-1.3	1215	1	0	i	1.5	6%	-0.9%	i	23
CC(NC(=O)C1CC2CCCC(C1)C2=O)c1ccccc1 (stereo unspecified)	0.0%	21%	-2%	.	.	-7	2	i	1.5	2%	-0.1%	i	1
CCCCCC/C(C)=C1/SC(=S)NC1=O	5.1%	3%	9%	-2.1	1316	86*	85*	i	8.1	16%	1.3%	i	28
COC(=O)c1cc(S(=O)(=O)NCCc2ccc(Cl)cc2)c[nH]1	5.1%	.	.	.	.	.	.	i	0.8	0%	-0.5%	i	23
O=C(COC(=O)c1cc(S(=O)(=O)N2CCOCC2)ccc1O)NCC1CCCO1 (stereo unspecified)	0.6%	-2%	1%	0.2	1387	10	4	i	1.2	6%	0.1%	i	34
Cc1ccnc(NC(=O)CCC(=O)N(CC(=O)NCc2ccccc2)Cc2ccco2)c1	-0.4%	12%	-8%	-0.1	970	-7	17	i	0.1	1%	0.1%	i	40
CSc1cccc(NS(=O)(=O)c2cccc3nsnc23)c1	7.2%	-1%	1%	-0.6	991	1	1	i	1.2	-2%	-0.1%	i	60
Cc1c(NS(=O)(=O)c2cc(C(=O)OCC(=O)N3CCC(C)CC3)ccc2Cl)c(=O)n(-c2ccccc2)n1C	-0.1%	4%	5%	-1.7	1087	-7	5	i	0.7	7%	-0.9%	i	22
Cc1c(C)c2ccc(OCC(=O)Nc3ccccc3C(N)=O)cc2oc1=O	2.5%	18%	-3%	.	.	.	.	i	2.6	3%	0.1%	i	27
O=C(CSc1ccccc1)Nc1ccc(N2CCOCC2)cc1	0.5%	18%	7%	.	.	-5	-3	i	6.3	4%	.	i	39
COc1ccc([N+](=O)[O-])cc1NC(=O)COC(C)=O	1.5%	18%	-6%	-1.2	1146	4	8	i	0.2	6%	0.8%	i	21
COc1ccc(C(=O)/C(=C/N(C)C)S(=O)(=O)c2ccccc2)cc1	-0.1%	2%	3%	0.6	1537	0	-8	i	0.1	3%	-0.1%	i	10
COc1ccc(NC(=O)c2ccc(F)c(F)c2)c2ccccc12	3.6%	3%	4%	.	.	.	.	i	1.1	4%	-0.8%	i	48
Cc1ccc(NC(c2ccccc2)c2nc3ccccc3[nH]c2=O)cc1 (stereo unspecified)	7.1%	0%	.	-0.5	1304	.	.	i	0.6	6%	0.4%	i	28
c1ccc(SCCN2CCc3ccccc3C2)cc1	0.3%	8%	7%	-3.6	613	-6	-18	i	0.2	0%	-0.6%	i	48
CCOc1ccccc1N(CC(=O)Nc1ccc(S(=O)(=O)N2CCOCC2)cc1)S(C)(=O)=O	-0.3%	7%	6%	.	.	.	.	i	1.4	3%	0.3%	i	11
COc1ccc(CNC(=O)COc2ccc(S(=O)(=O)N3CCCCC3)cc2)cc1	2.9%	-3%	2%	.	.	.	.	i	0.5	-2%	-0.2%	i	16
C=CCNC(=O)COC(=O)C1CCN(S(=O)(=O)c2ccc3c(c2)OCCO3)CC1	-0.4%	6%	1%	.	.	.	.	i	1.2	1%	-0.3%	i	56
Cc1ccc(C(=O)Nc2cccc(C(=O)NC3CCCCC3)c2)cc1	?	0%	8%	.	.	.	.	i	0.8	12%	-0.1%	i	14
CC(=O)N1N=C(c2ccc(C)cc2)OC1c1ccc(C)cc1 (stereo unspecified)	2.0%	3%	1%	.	.	18	17	i	0.7	5%	0.1%	i	28
Cc1oc(-c2cccc(Cl)c2)nc1CSCC(=O)O	0.9%	5%	-10%	.	.	2	-1	i	1.2	3%	0.0%	i	44
COc1ccc(-c2nc3ccccc3c(=O)n2-c2c(C)n(C)n(-c3ccccc3)c2=O)cc1	1.8%	6%	-6%	1.9	1214	.	.	i	0.7	3%	-0.1%	i	45
COc1ccccc1CNC(=O)C(=O)NCC1CCCN1S(=O)(=O)c1cccs1 (stereo unspecified)	0.6%	11%	-4%	.	.	.	.	i	1.0	7%	.	i	34
CCCOP(=O)(OCCC)C(Nc1cccc(C(F)(F)F)c1)c1ccc(C)cc1 (stereo unspecified)	11%	3%	-4%	-1.3	1404	75*	22*	i	5.1	1%	0.3%	i	48
Nc1ccc(-c2nc3c(Cl)c(N)ccc3[nH]2)cc1	0.5%	7.6µM*	-11%	3.6	1371	2	6	i	1.5	?	0.6%	i	25
Cc1ccc(-n2c(SCC(N)=O)nc3c(c2=O)C2(CCCC2)Cc2ccccc2-3)cc1	7.6%	12%	6%	0.3	1037	49	14	i	0.1	-7%	-0.6%	i	47
c1ccc(-c2nnc(-c3ccncc3)o2)cc1	-1.1%	0%	4%	-1.1	1182	-10	-20	i	1.2	5%	-0.4%	i	30

Screening data as filed in PubChem BioAssay.
